CHO-K1 Ca PAM: nonselective activator or artifact in parental CHO-K1 calcium assay; hit rate 0.02% among 360,000; activation, % at 3 µM; ATP EC20, Fluo-8 calcium fluorescence; 0% at ATP EC20, 100% at ATP max; AID 602247;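 active = activation above the run cutoff, the mean activation of all test compounds plus 3 SD, cut at about 40% in these data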;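 also: peak over basal fluorescence ratio in a 140 s read after ATP addition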
CHO-K1 Ca antag: nonselective inhibitor or artifact in parental CHO-K1 cells; ATP-induced calcium, Fluo-8 fluorescence; AID 602250; hit rate 0.6% among 360,000; inhibition, % at 3 µM;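 active = inhibition above a per-plate cutoff, the plate's mean sample inhibition plus 3 SD, cut at about 24% in these data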;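 also: 0% = DMSO plus EC80 ATP and 100% = DMSO alone without ATP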
M5 antag: blocks acetylcholine activation of human M5 receptor. P08912. CHO-hM5 cells, Fluo-8 calcium fluorescence, ACh EC80. inhibition, % at 3 µM. hit rate 0.59% among 360,000. AID 624040;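 active = inhibition above a per-plate cutoff, the mean of that plate's test compounds plus 3 SD, cut at about 27% in these data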;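 also: 0% = acetylcholine EC80 with DMSO and 100% = DMSO without agonist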
Target sequence (P08912 whole entry, looked up): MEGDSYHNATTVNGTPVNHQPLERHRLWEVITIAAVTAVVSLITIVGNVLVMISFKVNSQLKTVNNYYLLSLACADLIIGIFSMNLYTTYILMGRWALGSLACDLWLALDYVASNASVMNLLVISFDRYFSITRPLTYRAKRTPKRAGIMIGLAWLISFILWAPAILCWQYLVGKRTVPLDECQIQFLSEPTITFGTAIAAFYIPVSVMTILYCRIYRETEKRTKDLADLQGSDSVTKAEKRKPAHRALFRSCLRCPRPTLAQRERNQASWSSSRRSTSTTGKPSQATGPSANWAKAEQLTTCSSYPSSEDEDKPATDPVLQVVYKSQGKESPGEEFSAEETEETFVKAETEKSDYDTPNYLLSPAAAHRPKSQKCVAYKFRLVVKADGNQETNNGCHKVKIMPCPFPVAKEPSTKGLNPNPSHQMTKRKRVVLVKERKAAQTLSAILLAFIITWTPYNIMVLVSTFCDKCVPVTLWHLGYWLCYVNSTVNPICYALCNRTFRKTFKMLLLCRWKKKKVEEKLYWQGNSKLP
M4 PAM: potentiates acetylcholine response at human M4 receptor; hit rate 0.4% among 360,000; P08173; CHO-K1 hM4/Gqi5, Fluo-8 calcium fluorescence, ACh EC20; 0% = ACh EC20, 100% = maximal ACh; activation, % at 3 µM;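 active = activation above its plate's cutoff, the mean activation of sample wells plus 3 SD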; also: some results filed as inactive read as strong as hits
Target sequence (P08173 whole entry, looked up): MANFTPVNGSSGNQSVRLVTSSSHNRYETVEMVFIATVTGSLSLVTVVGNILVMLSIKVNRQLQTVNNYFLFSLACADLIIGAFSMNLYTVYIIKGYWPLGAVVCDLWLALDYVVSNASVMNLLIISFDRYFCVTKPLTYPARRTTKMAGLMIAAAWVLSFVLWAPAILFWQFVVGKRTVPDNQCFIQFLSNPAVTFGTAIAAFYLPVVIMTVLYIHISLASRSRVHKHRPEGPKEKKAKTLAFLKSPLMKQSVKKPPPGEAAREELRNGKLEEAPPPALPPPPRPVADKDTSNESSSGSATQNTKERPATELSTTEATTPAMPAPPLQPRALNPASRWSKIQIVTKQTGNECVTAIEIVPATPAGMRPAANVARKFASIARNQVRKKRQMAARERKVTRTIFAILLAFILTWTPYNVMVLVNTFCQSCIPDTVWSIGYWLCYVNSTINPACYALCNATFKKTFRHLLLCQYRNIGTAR
CHRM5 agonist: agonists of human muscarinic M5 receptor (CHRM5). P08912. CHO-K1 hM5 cells, Fluo-8 calcium fluorescence; 0% DMSO wells, 100% maximal acetylcholine response. activation, % at 3 µM. hit rate 0.19% among 360,000. AID 624037;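 active = activation above the run's mean over test compounds plus 3 SD, cut at about 23% in these data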;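 also: signal is peak over basal fluorescence ratio across the kinetic read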
CHO-K1 Ca ag: M1 agonist counterscreen hit in parental CHO-K1 cells. Fluo-8 calcium fluorescence; scaled to maximal ATP response, vehicle zero. hit rate 0.48% among 360,000. AID 602248. activation, % at 3 µM; in the data active = activation above about 15%;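 also: untransfected CHO-K1 host cells lacking M1 receptor as counterscreen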
CHRM5 PAM: potentiates acetylcholine response at human M5 receptor | hit rate 0.3% among 360,000 | activation, % at 3 µM | CHO-K1 hM5, Fluo-8 calcium, ACh EC20 PAM; 0% = ACh EC20, 100% = ACh EC100;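 active = activation above the run cutoff, the mean activation of all test compounds plus 3 SD, cut at about 18% in these data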
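System: CHO-K1 hM5 cells. Reagent: acetylcholine, EC20 level. Compound dosing: single dose, 3 µM nominal final test concentration. Timing: Post-acetylcholine fluorescence recording 140 s. Detection: Fluo-8 calcium fluorescence. Read-out: % activation, ACh-normalized. Benchmarks: ACh EC20 and EC100 wells. Repeats: singlicate, one well per test compound.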
CHRM4 antagonist: blocks acetylcholine activation of human M4 receptor | P08173 | CHO-hM4 cells, ACh EC80, Fluo-8 calcium fluorescence | inhibition, % at 3 µM | hit rate 0.73% among 360,000 | AID 624125;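 active = inhibition above its plate's cutoff, the mean inhibition of sample wells plus 3 SD, cut at about 27% in these data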;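 also: 0% = acetylcholine EC80 with DMSO and 100% = DMSO without agonist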
M4 ag: agonists of human muscarinic M4 receptor (CHRM4). P08173. activation, % at 3 µM. CHO-K1 hM4/Gqi5, Fluo-8 calcium fluorescence; vehicle 0%, full acetylcholine response 100%. hit rate 0.14% among 360,000;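 active = activation above the run mean over all test wells plus 3 SD, cut at about 32% in these data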;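 also: peak over basal fluorescence ratio per well then scaled between controls; 0% = DMSO wells and 100% = acetylcholine at EC100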
The depositor's hits bear a star; · = no result given.

SMILES | CHO-K1 Ca PAM | CHO-K1 Ca antag | M5 antag | M4 PAM | CHRM5 agonist | CHO-K1 Ca ag | CHRM5 PAM | CHRM4 antagonist | M4 ag
CCCCC1(CC(=O)OC)C(=O)N(c2ccccc2)N(c2ccccc2)C1=O | 3 | -2 | 1 | 1 | -2 | -0.5 | -1 | -5 | -1
CCC(C)n1c(SCC(=O)NCCc2ccc(S(N)(=O)=O)cc2)nc2ccsc2c1=O (stereo unspecified) | 3 | 13 | 0 | -1 | -4 | 0.1 | 3 | 6 | -1
O=C(CCNC(=O)c1ccccc1)NNC(=O)c1ccc(F)cc1 | 0 | -9 | 9 | -1 | 3 | 0.7 | -2 | 6 | 1
O=C(CSc1nnc(-c2ccc(Cl)cc2)n1Cc1ccco1)c1cccs1 | 7 | -21 | -11 | -1 | -2 | 0.7 | -1 | -4 | 0
C/C(CC(=O)Nc1ccc(Cl)c(C(F)(F)F)c1)=N\NC(=O)c1cnccn1 | 4 | -1 | 19 | -3 | 1 | 2.4 | -6 | 1 | 9
COC(=O)CCCn1cc(CN2CC(N3CCCC3)CS2(=O)=O)nn1 (stereo unspecified) | 28 | -25 | -6 | 6 | 2 | 1.6 | 5 | -6 | 1
Cc1nc(C#N)c(N/N=C/c2c(F)cccc2Cl)o1 | -7 | 14 | 1 | 6 | -1 | -0.6 | -4 | -10 | 0
COc1ccc(CCNC(=O)CCc2ccccc2)cc1OC | 13 | -11 | 14 | 2 | -4 | 0.7 | -5 | -4 | 1
Cc1ccc(N2/C(=N/c3nc(C)cc(C)n3)NC(=O)CC2C(=O)O)cc1 (stereo unspecified) | 12 | -11 | 0 | 4 | 2 | 1.3 | 3 | 2 | 1
COc1ccc(/C=N/NC(=O)C(=O)Nc2ccccn2)cc1OC | 10 | 6 | 2 | -4 | 0 | 0.1 | 1 | -1 | 0
CC(=O)N1CCN(S(=O)(=O)c2cccc(C(=O)NNC(=O)Cn3ccc(C(F)(F)F)n3)c2)CC1 | -23 | 11 | 3 | 9 | 3 | 0.3 | -6 | -5 | 1
CCCCNC(=O)c1ccccc1NS(=O)(=O)c1ccc2c(c1)OCCO2 | -1 | -4 | 3 | 3 | -1 | 0.7 | -2 | 12 | 0
Cn1nc(SCC(=O)O)sc1=S | 11 | -8 | -2 | 2 | -2 | -0.2 | 1 | 6 | 1
COCC(=O)Nc1ccc(-c2cn3cccnc3n2)cc1 | 11 | -12 | 4 | 12 | -3 | -0.2 | 6 | -25 | 1
COC(=O)CSc1ncnc2c1sc1nc3c(cc12)COC(C)(C)C3 | -13 | 1 | 1 | -7 | 2 | 0.1 | 4 | 5 | 1
Cc1nn(-c2ccccc2)c(C)c1C(=O)OCC(=O)c1c(N)n(CC(C)C)c(=O)n(C)c1=O | 10 | 1 | 2 | 1 | 5 | 6.2 | -13 | -2 | 6
Cn1c(=O)n(C)c2cc(NS(=O)(=O)c3ccc(F)cc3)ccc21 | -12 | 11 | 2 | -4 | 4 | 0.4 | -1 | -6 | 2
c1ccc(Cn2nnnc2CN2CCN(Cc3ccc4c(c3)OCO4)CC2)cc1 | 9 | -9 | -10 | 5 | -8 | -0.1 | -3 | -10 | 2
O=C(CCSc1ccccc1)NC1CCCCCC1 | 16 | -7 | -14 | -3 | -4 | 0.6 | 1 | -6 | 1
O=C(COC(=O)Cc1cccs1)Nc1cccc(S(=O)(=O)N2CCOCC2)c1 | 4 | -6 | 7 | -1 | 4 | 0.9 | -3 | 4 | 1

Molecules from the list above with a CF3 group:
SMILES | CHO-K1 Ca PAM | CHO-K1 Ca antag | M5 antag | M4 PAM | CHRM5 agonist | CHO-K1 Ca ag | CHRM5 PAM | CHRM4 antagonist | M4 ag
C/C(CC(=O)Nc1ccc(Cl)c(C(F)(F)F)c1)=N\NC(=O)c1cnccn1 | 4 | -1 | 19 | -3 | 1 | 2.4 | -6 | 1 | 9
CC(=O)N1CCN(S(=O)(=O)c2cccc(C(=O)NNC(=O)Cn3ccc(C(F)(F)F)n3)c2)CC1 | -23 | 11 | 3 | 9 | 3 | 0.3 | -6 | -5 | 1

The listing continues:
SMILES | CHO-K1 Ca PAM | CHO-K1 Ca antag | M5 antag | M4 PAM | CHRM5 agonist | CHO-K1 Ca ag | CHRM5 PAM | CHRM4 antagonist | M4 ag
Clc1ccc(OC2CCN(Cc3nc(CC4CC4)no3)CC2)cc1 | 0 | 1 | 13 | 6 | 0 | 2.1 | 4 | -3 | 3
CCc1c(O)nc(SCC(=O)N2CCOCC2)n(-c2ccccc2)c1=O | 17 | 0 | -6 | 6 | -2 | 5.0 | 0 | 6 | 2
CCn1c(NCCc2ccc(OC)c(OC)c2)nc2c1c(=O)n(C)c(=O)n2C | 23 | -12 | -8 | 3 | 2 | 0.7 | 1 | -11 | 2
Cc1cc(C(=O)NC2CC(C)(C)Cc3c2cnn3-c2ccccc2)n[nH]1 (stereo unspecified) | -1 | 16 | 4 | 1 | -3 | -0.2 | -4 | -4 | 1
O=C(NCc1cccs1)C1CCCN1S(=O)(=O)c1ccccc1F (stereo unspecified) | -2 | 4 | 1 | -3 | -2 | 0.0 | 0 | 11 | 1
Cc1cc(C)cc(OCCn2ccnc2)c1 | 8 | -2 | 6 | -3 | -23 | 0.8 | -5 | 1 | 3
CN(C(=O)COC(=O)c1ccc(Cl)c(S(=O)(=O)N2CCCCC2)c1)C1(C#N)CCCCC1 | 13 | -14 | 8 | 1 | 1 | 1.3 | 1 | 1 | 3
O=C(O)c1ccc(/C=N/Nc2ccc(F)cc2F)cc1 | 0 | -1 | 18 | -13 | 11 | 5.5 | -20 | -4 | 24
COc1ccccc1CN1CCN(Cc2ccco2)CC1 | 9 | -8 | 5 | 2 | -3 | 1.9 | 6 | -11 | 1
CCn1ccc(C(=O)Nc2cccc(Cl)c2)n1 | -7 | 11 | 5 | 1 | -2 | -0.5 | -1 | 2 | 0
O=[N+]([O-])c1ccn(-c2nc(-c3ccccc3)cc(C(F)(F)F)n2)n1 | 18 | -10 | 19 | 14 | -6 | 0.7 | -8 | 18 | 1
COc1cccc(CN(C)C(=O)CCNC(=O)c2ccc(Br)cc2)c1 | 16 | 9 | -33 | 9 | -1 | 0.2 | 9 | -12 | 3
C=CCn1cnc2c(nnn2Cc2ccc(F)cc2)c1=O | 22 | -7 | -3 | 7 | -9 | 1.7 | 8 | -8 | 1
Cc1cccc(S(=O)(=O)N[C@@H]2CC[C@@H](CCNS(=O)(=O)c3ccccc3F)O[C@@H]2CO)c1 | · | · | -1 | -3 | 0 | · | -4 | 2 | 7
COCC(=O)Nc1c(C(=O)N2CCCC2)oc2ccccc12 | 12 | -6 | 3 | 11 | -3 | 0.5 | -1 | -15 | 1
CCCCNC(=O)N1CCCC(C(=O)c2cc(C)c(OC)c(C)c2)C1 (stereo unspecified) | -20 | 6 | -7 | -3 | -2 | -0.5 | -1 | 5 | -1
Cc1ccc(SCc2cn3c(C)csc3n2)cc1 | -11 | -6 | 5 | -7 | -2 | 0.6 | -11 | 5 | 1
Cc1ccc(S(=O)(=O)NC(=O)c2cc(C)n(CC(c3ccccc3)N(C)C)c2C)cc1 (stereo unspecified) | 11 | -16 | 2 | 6 | 1 | 0.1 | 4 | -5 | 1
COc1ccc(OC)c(/C=C2\Oc3cc(OCC(=O)N4CCC[C@H]4C(=O)O)ccc3C2=O)c1 | -12 | 20 | -1 | 1 | 2 | 0.4 | -4 | -17 | 4
Cc1ccc(-c2noc(C3CCCN(C(=O)C4CCCCC4)C3)n2)o1 (stereo unspecified) | 21 | -5 | -4 | 6 | 4 | 0.4 | 12 | -3 | -1
CCOc1ncccc1C(=O)N1CCN(c2ccc(C(F)(F)F)cn2)CC1 | -4 | -3 | 7 | -7 | 3 | 5.0 | -8 | 5 | 4
C/C(CC(=O)Nc1ccc(N(C)C)cc1)=N\NC(=O)c1ccc([N+](=O)[O-])cc1Cl | 11 | -12 | 11 | 2 | 0 | 0.5 | -4 | 9 | 0
CC(=O)c1sc(NC(=O)C2CSC3(C)CCC(=O)N23)nc1-c1ccccc1 (stereo unspecified) | 4 | 3 | 4 | 7 | 4 | 0.9 | -2 | -7 | 1
Cc1ccc(NC(=O)NCc2ccccn2)cc1 | 16 | -1 | 10 | 0 | -3 | 0.1 | -3 | -4 | 1
COC(=O)COc1ccc(S(=O)(=O)N2CCc3ccccc3C2)cc1 | 6 | -2 | 5 | -5 | 1 | 6.7 | -7 | -3 | 3
CC(C(=O)O)n1c2ccccc2c2cnn(C)c(=O)c21 (stereo unspecified) | 7 | -16 | -9 | 0 | -4 | -0.1 | 4 | -19 | 0
COc1ccc(C)cc1S(=O)(=O)N(CC(=O)O)c1ccc(F)cc1 | 19 | -1 | -2 | -1 | -3 | 0.2 | 6 | 1 | 0
CCCc1cc(=O)oc2c(C)c(OCC(=O)N3CCC[C@@H]3C(=O)O)ccc12 | 12 | 1 | 4 | -2 | 2 | -0.6 | -2 | -2 | 1
O=C(NCCN1CCOCC1)c1c[nH]c2ccc(S(=O)(=O)N3CCOCC3)cc2c1=O | -8 | 6 | -4 | 14 | -1 | 0.4 | 4 | -7 | 1
O=C(/C=N/O)NCCCN1CCOCC1 | 15 | -1 | 2 | 3 | 0 | 0.7 | 0 | 8 | 1
CCC(OC(=O)CCc1nc2ccccc2[nH]c1=O)C(=O)c1ccccc1 (stereo unspecified) | -3 | 4 | 5 | -13 | 7 | 2.9 | -5 | 4 | 11
C[C@H]1CN(c2ccccc2)C(=O)[C@@H]1CC(=O)Nc1ccc(Br)cc1 | 11 | -1 | 27* | 0 | 4 | 9.1 | -10 | 0 | 12
CN(C)/C=C(/C(=O)c1ccc(Cl)cc1Cl)S(=O)(=O)c1ccccc1 | 10 | 4 | -6 | 21 | -1 | -0.2 | 10 | 3 | 0

Among those listed so far, these contain two or more sulfur atoms:
SMILES | CHO-K1 Ca PAM | CHO-K1 Ca antag | M5 antag | M4 PAM | CHRM5 agonist | CHO-K1 Ca ag | CHRM5 PAM | CHRM4 antagonist | M4 ag
CCC(C)n1c(SCC(=O)NCCc2ccc(S(N)(=O)=O)cc2)nc2ccsc2c1=O (stereo unspecified) | 3 | 13 | 0 | -1 | -4 | 0.1 | 3 | 6 | -1
O=C(CSc1nnc(-c2ccc(Cl)cc2)n1Cc1ccco1)c1cccs1 | 7 | -21 | -11 | -1 | -2 | 0.7 | -1 | -4 | 0
Cn1nc(SCC(=O)O)sc1=S | 11 | -8 | -2 | 2 | -2 | -0.2 | 1 | 6 | 1
COC(=O)CSc1ncnc2c1sc1nc3c(cc12)COC(C)(C)C3 | -13 | 1 | 1 | -7 | 2 | 0.1 | 4 | 5 | 1
O=C(COC(=O)Cc1cccs1)Nc1cccc(S(=O)(=O)N2CCOCC2)c1 | 4 | -6 | 7 | -1 | 4 | 0.9 | -3 | 4 | 1
O=C(NCc1cccs1)C1CCCN1S(=O)(=O)c1ccccc1F (stereo unspecified) | -2 | 4 | 1 | -3 | -2 | 0.0 | 0 | 11 | 1
Cc1cccc(S(=O)(=O)N[C@@H]2CC[C@@H](CCNS(=O)(=O)c3ccccc3F)O[C@@H]2CO)c1 | · | · | -1 | -3 | 0 | · | -4 | 2 | 7
Cc1ccc(SCc2cn3c(C)csc3n2)cc1 | -11 | -6 | 5 | -7 | -2 | 0.6 | -11 | 5 | 1
CC(=O)c1sc(NC(=O)C2CSC3(C)CCC(=O)N23)nc1-c1ccccc1 (stereo unspecified) | 4 | 3 | 4 | 7 | 4 | 0.9 | -2 | -7 | 1

Assay outcomes as filed in PubChem.

This is a random part of the collection (roughly 2.7% active in at least one column).
